From PubChem
RSV CPE inhibition = RSV antiviral activity via CPE protection, HEp-2 cells, primary 10 µM value included (AID 2391); HEp-2 cells, RSV-induced CPE inhibition; higher % means a stronger effect; CPE inhibition, % at 10 µM; hits with a dose series show IC50 in µM; 0.13% of 310,000 active; in the data active means a potency from the dose series; inconclusive means CPE inhibition mostly from about 23% at the one dose, without a potency; inactive means the rest, 99 in 100 with CPE inhibition below about 21%; further: strong numbers were not always called active
NS5 inhibitors = flavivirus cap methylation enzyme inhibition – biochemical, confirmation dose response, primary screen (AID 588689) | Dengue-2 NS5 methyltransferase capping enzyme assay, biochemical; higher % means a stronger effect | inhibition, % at 25 µM; hits with a dose series show IC50 in µM | 0.3% of 340,000 active; in the data active means a potency from the dose series; inconclusive means inhibition above about 29% without an active follow-up result
MgcRacGAP inhibition = MgcRacGAP GTPase-activating activity inhibitors, confirmation, biochemical, ADP Hunter fluorescence. MgcRacGAP-stimulated Rac1 GTP hydrolysis, ADP Hunter fluorescence; higher % means a stronger effect; GST-tagged Rac1 F28L mutant substrate. one-dose inhibition, % at 30 µM; IC50 in µM for titrated hits. 0.6% of 340,000 active. AID 624330;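 active means first-screen hits whose inhibition reached a set limit at any dose in the follow-up dose series; inconclusive means inhibition above the set first-screen limit but never retested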;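 further: fluorescence reports GDP produced by GAP-driven GTP hydrolysis; strong numbers were not always called active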
K1F lysis inhibition = inhibition of K1F phage lysis, E. coli UTI89, bacterial capsule biogenesis inhibitors, alamar blue (AID 488966). 0.02% of 340,000 active. E. coli UTI89 K1F phage lysis, alamar blue, 2 h; higher % means a stronger effect. one-dose inhibition, % at 100 µM; IC50 in µM for titrated hits;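 active means phage lysis inhibition, versus mean bacterial control, above a set limit; inconclusive means no clear call, values can overlap the other calls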;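 further: capsule biogenesis inhibitors block K1F phage lysis so surviving cells raise fluorescence; higher fluorescence means more inhibition of phage lysis; actives were called in the ten point dose series up to 300 µM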
GPR55 antagonists = GPR55 antagonists blocking LPI-driven arrestin recruitment, primary screen, imaging, U2OS, beta-arrestin-GFP, LPI agonist (AID 2013) | U2OS GPR55 beta-arrestin-GFP translocation imaging, LPI antagonism; higher % means a stronger effect | inhibition, % at 10 µM, or IC50 in µM where a hit was titrated | 0.13% of 290,000 active;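 active means spots per cell inhibited over 60%, with over 100 cells counted and total cytoplasm intensity under 500,000; inconclusive means wells with under 100 cells, flagged as likely toxic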;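 further: U2OS cells stably carrying GPR55 and arrestin-GFP stimulated by 5 µM LPI near EC80; imaged beta-arrestin-GFP aggregate spots per cell after agonist stimulation; plate controls were LPI-stimulated DMSO wells for no effect and DMSO wells without LPI for full effect; some results filed as inactive read as strong as hits; confirmed hits need IC50 under 10 µM and bright autofluorescent wells are also inconclusive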
SV40 large T antigen = TAg ATPase/helicase activity blockers – biochemical (AID 1903); SV40 large T antigen ATPase/helicase inhibition assay; higher % means a stronger effect; inhibition, % at 20 µM, or IC50 in µM where a hit was titrated; 0.39% of 310,000 active; in the data active means a potency from the dose series; inconclusive means inhibition mostly from about 32% at the one dose, without a potency; inactive means the rest, 99 in 100 with inhibition below about 32%; further: strong numbers were not always called active
PhoP inhibition = inhibitors of PhoP regulon expression, primary screen, Salmonella Typhimurium, GFP reporter (AID 1863); S. Typhimurium PhoP-regulated promoter GFP reporter, 4 h; higher % means a stronger effect; one-dose inhibition, % at 50 µM; IC50 in µM for titrated hits; 0.16% of 300,000 active;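 active means inhibition over 29.93%, a cutoff 3 SD above the screen mean, later confirmed by dose response; inconclusive means inhibition over 29.93% but no dose response follow-up; inactive means inhibition at most 29.93% or unconfirmed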;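 further: 0% = low Mg2+ inducing control and 100% = high Mg2+ repressing control; strong numbers were not always called active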
GPR35 antagonists = inhibition of zaprinast-stimulated GPR35 beta-arrestin translocation – imaging, U2OS, beta-arrestin-GFP, zaprinast agonist, primary screen (AID 2058); one-dose inhibition, % at 10 µM; IC50 in µM for titrated hits; U2OS GPR35 beta-arrestin-GFP translocation imaging, zaprinast antagonism; higher % means a stronger effect; 0.052% of 290,000 active;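 active means inhibition of at least 50% with at least 30 cells and total cytoplasm GFP at most 10,000,000; inconclusive means under 30 cells or total GFP of 10,000,000 plus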
HIV fusion peptide = cell-free HIV fusion peptide-binding blockers – biochemical, uHTS, fluorescence dequenching, primary screen (AID 1986); inhibition, % at 20 µM; hits with a dose series show IC50 in µM; 0.3% of 290,000 active; cell-free peptide binding, fluorescence dequenching, 30 min; higher % means a stronger effect; in the data active means inhibition mostly above about 52%, no sharp cut-off; inactive means mostly below about 76%; further: some results filed as inactive read as strong as hits
NS5 inhibitors pilot replicate = also measured in NS5 inhibitors; calls as there; inhibition, %; measured here: pilot screen replicate inhibition
Starred values were filed as active, the others as inactive; ? = inconclusive; / = no result given; [ ] = dose if it differs, or a comment.

SMILES | RSV CPE inhibition | NS5 inhibitors | MgcRacGAP inhibition | K1F lysis inhibition | GPR55 antagonists | SV40 large T antigen | PhoP inhibition | GPR35 antagonists | HIV fusion peptide | others
COc1ccc(-n2c(SCC3CNC(=O)O3)nnc2-c2ccc(Cl)cc2)cc1 (centres undefined) | 1.2% | -9.9% | 9.8% | 0.2% | -4.8% | 2.8% | -0.3% | -3.5% | -1.1%
CCN1CCN(c2ccc(S(=O)(=O)N3CCCCC3)cc2NC(=O)c2cccc(OC(F)F)c2)CC1 | -0.2% | -2.9% | 2.8% | 1.0%[50 µM] | / | -3.0% | 1.3% | / | /
CCC/C(=C1/c2ccccc2C(=O)N1c1ccccc1)c1ccc2c(c1)OCO2 | 3.1% | -2.4% | 7.7% | 1.2% | / | / | / | / | /
CCOC(=O)c1c(N)sc(N)c1C(=O)OCC | 5.0% | 13.1% | 7.2% | -1.9% | 6.2% | 36.6% | 5.6% | -3.6% | -1.6%
Cc1ccc(C)c(NC(=O)C(Sc2cccc[n+]2[O-])c2ccccc2)c1 (centres undefined) | 0.1% | -7.5% | 7.3% | 0.3% | 7.4% | 5.2% | -8.5% | 3.6% | 0.7%
Cc1ccc(-c2nnn(CC(=O)N(CC(=O)NC3CCCCC3)c3ccc(F)c(Cl)c3)n2)o1 | 0.4% | -2.7% | -1.9% | 3.4% | 1.5% | 6.2% | -0.2% | -19.2% | 0.8%
CCc1cc(C(=O)NN2C(=O)NC3(CCCCC3)C2=O)sc1C | 2.4% | 0.7% | 1.9% | 0.7%[50 µM] | / | / | / | / | /
O=C(CSc1nnc(-c2ccco2)n1-c1ccccc1)N1CCOCC1 | 1.8% | -1.6% | 6.3% | 8.8% | 0.7% | -5.3% | -3.5% | 21.5% | 0.2%
CN1CCN(C(=O)/C=C/c2ccc([N+](=O)[O-])o2)CC1 | / | -3.9% | 4.7% | 0.3% | 9.3% | / | -4.6% | 9.0% | 6.2%
FC(F)Oc1ccc(-c2csc(Cc3nnc4n3CCCCC4)n2)cc1 | / | 15.1% | -3.2% | -1.4% | 3.0% | 12.0% | 3.5% | -3.4% | 0.4%
CCCCN1C(=O)/C(=C2/Sc3ccc(OC)cc3N2CC)SC1=S | 0.5% | ? | 10.2% | 0.2% | 9.7% | 9.1% | -28.8% | 5.7% | 27.7%
Cc1ccc(C)c(Cn2nnc3c(=O)[nH]c(C4CCCN(C(=O)C5CCC5)C4)nc32)c1 (centres undefined) | -0.2% | -8.9% | 5.2% | -1.3% | -5.4% | 5.5% | -5.5% | 1.1% | -1.7%
C(=N\NC1=Nc2cccc3cccc1c23)/c1ccccc1 | 13.0% | -7.7% | 4.7% | -0.1%[50 µM] | 1.9% | 3.1% | -63.9% | -6.4% | 20.5%
COc1ccc2c(CC(=O)OCC(=O)N3CCc4ccccc43)coc2c1 | 4.6% | -1.6% | 7.3% | 0.3% | 7.4% | 15.5% | -0.6% | 9.5% | -3.5%
Cc1ccc(-c2nc(-c3cccnc3)sc2CC(=O)Nc2ccc(C)c(Cl)c2)cc1 | 11.8% | 0.6% | -8.5% | -1.0%[50 µM] | 9.2% | 14.8% | -8.7% | 1.4% | 4.2%
Cc1c(CCOC(=O)CC23CC4CC(CC(C4)C2)C3)sc[n+]1CC(=O)c1ccc(Br)cc1 | -2.1% | -7.2% | 1.9% | -2.2% | 58.4% | 16.0% | 2.0% | 5.1% | -2.7%
Cc1ccc(N2C(=O)N(CC(=O)NC(N)=O)C(=O)C2C)cc1 (centres undefined) | 1.7% | -12.5% | 0.1% | -1.1% | -7.5% | 11.0% | 2.3% | 12.1% | -2.0%
O=C(O)c1ccc(C(=O)c2ccc3c(c2)C(=O)N(Cc2ccco2)C3=O)cc1 | 2.1% | -6.1% | 11.2% | 0.1% | 17.1% | 22.2% | 2.3% | -4.0% | 7.2%
CCOC(=O)C1=CCC2c3c(c4ccccc4n3C)C(=O)C1N2C(=O)OC(C)(C)C (centres undefined) | 3.3% | -0.4% | 8.5% | 4.8% | / | / | / | / | /
Cc1nc2nc(SCC(=O)NCCCN3CCCC(C)C3)nn2c(C)c1Cc1ccccc1Cl (centres undefined) | -1.3% | -4.4% | 7.7% | 0.2% | 19.8% | 11.4% | 7.9% | 8.2% | -0.9%
COc1ccc(C(=O)Sc2ccc(C)cc2)cc1OC | 2.1% | -11.2% | 7.7% | 5.1% | -1.8% | 14.2% | 0.9% | -5.2% | -1.1%
CCOC(=O)N1CCN(C(=O)COC(=O)CNC(=O)c2ccc(C)cc2)CC1 | 1.3% | -11.5% | 6.8% | 1.6%[50 µM] | / | 11.1% | -8.1% | / | /
Cc1ccc(CNC(=O)COc2ccc(S(=O)(=O)NC(C)C)cc2)cc1 | -1.7% | 0.0% | 0.9% | -1.6% | -7.1% | 7.1% | -2.0% | 21.1% | -1.5%
COc1ccccc1C(=O)NC(C)C(c1cccs1)N1CCN(C)CC1 (centres undefined) | 1.7% | 4.9% | 9.4% | 3.7% | 2.6% | 8.8% | 0.8% | -2.3% | 0.2%

A run of entries of the results above:
SMILES | RSV CPE inhibition | NS5 inhibitors | MgcRacGAP inhibition | K1F lysis inhibition | GPR55 antagonists | SV40 large T antigen | PhoP inhibition | GPR35 antagonists | HIV fusion peptide | others
C(=N\NC1=Nc2cccc3cccc1c23)/c1ccccc1 | 13.0% | -7.7% | 4.7% | -0.1%[50 µM] | 1.9% | 3.1% | -63.9% | -6.4% | 20.5%
COc1ccc2c(CC(=O)OCC(=O)N3CCc4ccccc43)coc2c1 | 4.6% | -1.6% | 7.3% | 0.3% | 7.4% | 15.5% | -0.6% | 9.5% | -3.5%

Later entries.
SMILES | RSV CPE inhibition | NS5 inhibitors | MgcRacGAP inhibition | K1F lysis inhibition | GPR55 antagonists | SV40 large T antigen | PhoP inhibition | GPR35 antagonists | HIV fusion peptide | others
Cc1ccc(C(CNS(=O)(=O)c2ccc(F)cc2C)N2CCN(C)CC2)cc1 (centres undefined) | -1.5% | -10.2% | 4.5% | 1.7%[50 µM] | / | -3.0% | -1.7% | / | /
COc1cc2c(cc1OC)CN(C(=O)c1cccc(S(=O)(=O)N3CCc4ccccc43)c1)CC2 | 45.8µM* | 1.8% | 6.8% | -0.6%[50 µM] | / | / | / | / | /
Cc1nn(Cc2ccc(Br)cc2)c(C)c1NC(=O)c1nn(C)cc1Cl | 2.2% | 0.0% | 8.1% | 2.3% | -1.0% | -3.3% | -1.6% | 10.4% | -1.8%
O=C(CC1Sc2ccccc2NC1=O)Nc1cccc(-c2nnc3n2CCCCC3)c1 (centres undefined) | 0.7% | 6.4% | 7.2% | 0.1% | / | 5.6% | 0.2% | / | /
Cc1cccc(Oc2ccc(NS(=O)(=O)c3ccc(C)c(C(=O)O)c3)cc2)c1 | 2.5% | 1.5% | -1.7% | 1.4%[50 µM] | / | / | / | / | /
Cc1ccc(-n2[nH]c(C)c(C=NC34CN5CN(CN(C5)C3)C4)c2=O)cc1C | -0.5% | -4.8% | 9.1% | 0.2% | 2.5% | 11.6% | -9.6% | -8.4% | -0.3%
CCOc1ccc(NC(=O)CN(C)C(=O)c2ccc(=O)[nH]c2)cc1OCC | -0.2% | 3.6% | 4.4% | -0.2% | 11.8% | 29.5% | -3.7% | -5.6% | -0.2%
C[C@@H]1NC(=O)[C@H](CCC(N)=O)NC(=O)c2cc([N+](=O)[O-])cc(I)c2NCCC[C@@H](C(N)=O)NC1=O | -1.2% | 3.6% | 5.6% | 1.0% | 17.6% | 10.8% | 3.6% | 3.7% | -2.6%
CNC(=O)C1CC(=O)N(c2ccc(OCC(=O)N3CCCC3)cc2)C1 (centres undefined) | 1.6% | 2.5% | 8.6% | 0.0% | -6.0% | 4.6% | -5.5% | -2.4% | 0.2%
Cc1ccc(S(=O)(=O)N(CC(=O)NCc2ccncc2)C2CCCCC2)cc1 | 0.3% | 0.8% | 6.3% | 3.8% | 0.2% | -5.2% | 0.4% | -12.5% | 0.6%
Fc1ccccc1OCCCCn1cncn1 | -0.1% | -4.5% | 7.2% | 0.9% | 8.7% | -0.9% | 5.0% | -5.3% | 2.6%
C[N+]1(CCOS(=O)C23CC4CC(CC(C4)C2)C3)CCOCC1 (centres undefined) | 1.5% | 2.5% | 1.0% | 4.7% | -11.0% | ? | -4.3% | -1.6% | 2.4%
COc1cccc(C(C)NC(=S)NCc2ccc(Cl)cc2)c1 (centres undefined) | -2.6% | -3.8% | 5.5% | 2.6% | 9.5% | 8.0% | -7.8% | -7.7% | 1.6%
O=C(CCNS(=O)(=O)c1ccc(OC(F)(F)F)cc1)N1CCN(C/C=C/c2ccccc2)CC1 | 10.8% | 0.7% | 5.1% | -0.1% | 10.7% | 8.0% | 11.0% | 2.7% | 0.8%
C/C(=N\O)c1cccc(Br)c1 | 9.6% | 3.9% | 6.9% | 0.4% | 2.3% | 8.6% | -5.5% | -5.9% | -2.2%
S=C1NCN(Cc2ccco2)CN1 | 0.4% | 3.8% | 14.2% | 0.5% | 4.1% | 4.9% | -3.6% | -1.8% | -0.7%
COc1ccc(-c2oc3ccccc3c(=O)c2OC(C)=O)cc1 | -0.4% | 3.7% | 6.8% | 0.4% | 4.1% | 16.6% | 8.8% | 9.7% | -1.4%
COc1ccc(C)cc1S(=O)(=O)Nc1cc(Cl)ccc1Cl | 4.0% | -4.7% | 6.6% | 0.3% | 2.0% | 6.2% | 7.5% | -15.0% | 2.6%
CCc1nc(C)c(-c2ccccc2)c(=O)[nH]1 | 1.2% | -0.7% | 2.1% | -3.2% | -5.8% | 9.6% | -1.2% | -8.4% | -3.0%
COc1ccc(N(C(=O)Cn2cnc3ccccc32)C(C(=O)NC2CCCCC2)c2ccccc2)cc1 (centres undefined) | 9.7% | -1.4% | -4.9% | 1.0% | 10.7% | 18.8% | 1.2% | -4.0% | 1.7%
Cc1ccc(S(=O)(=O)N(C)C)cc1NC(=O)CSc1nc2ccccc2[nH]1 | 3.1% | -0.3% | 6.6% | 1.7%[50 µM] | 8.1% | 12.4% | -2.4% | -12.2% | 0.9%
COc1ccc(C(=O)CSc2nnn(-c3cccc(NC(C)=O)c3)n2)cc1 | 4.6% | / | / | / | -5.4% | 4.7% | 2.7% | -2.2% | -1.2%
CCOC(=O)CNC(=O)C1c2ccccc2Oc2ccccc21 | 0.7% | -7.8% | 3.5% | 0.2% | 8.5% | 8.3% | -2.5% | 7.6% | -0.1% | NS5 inhibitors pilot replicate=-3.7
